D2 potentiator = HTS Assay for Positive Allosteric Modulators of the Human D2 Dopamine Receptor: Primary Screen for Potentiators. D(2) dopamine receptor (Homo sapiens), P14416. HEK293 T-REx D2, calcium flux, EC20 dopamine potentiation. potentiation, % at 10 µM. hit rate 0.34% among 340,000. AID 485347, 2010;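 active = potentiation over 3 SD above the plate norm, cut at about 30% in these data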; also: 0% is about no effect
Target sequence (P14416 whole entry, looked up): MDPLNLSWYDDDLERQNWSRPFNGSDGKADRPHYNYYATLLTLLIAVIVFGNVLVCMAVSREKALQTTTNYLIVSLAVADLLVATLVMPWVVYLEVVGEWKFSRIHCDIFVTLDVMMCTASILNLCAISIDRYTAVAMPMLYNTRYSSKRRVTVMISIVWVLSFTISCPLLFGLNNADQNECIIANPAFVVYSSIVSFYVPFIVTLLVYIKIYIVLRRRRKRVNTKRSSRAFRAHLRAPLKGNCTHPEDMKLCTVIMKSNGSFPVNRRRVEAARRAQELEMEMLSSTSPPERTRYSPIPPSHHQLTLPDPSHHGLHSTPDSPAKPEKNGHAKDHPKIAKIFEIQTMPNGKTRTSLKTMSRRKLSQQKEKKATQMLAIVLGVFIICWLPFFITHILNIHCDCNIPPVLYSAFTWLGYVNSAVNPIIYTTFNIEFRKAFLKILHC
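Potentiation of an EC20 dopamine calcium response is measured in a force-coupled, tetracycline-inducible Hek293 Trex D2 line. Compound-only kinetic reads over 180 s flag agonists before dopamine addition.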
RXFP1 antag = qHTS Assay for Antagonists of the Relaxin Receptor RXFP1; HEK293-RXFP1, relaxin-stimulated cAMP HTRF, 30 min; hits give low values; activity change, negative = inhibition, % at 57.5 µM; hit rate 0.59% among 350,000; Relaxin receptor 1 (Homo sapiens), Q9HBX9;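 active = activity change of -60% or lower, but not beyond a set lower limit; inconclusive = change between -60% and -40%, or beyond the set limit; inactive = change above -40%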; also: % is scaled to controls: 0 for no effect and ±100 for the full control effect
RXFP1 ag = qHTS Assay for Agonists of the Relaxin Receptor RXFP1. hit rate 0.3% among 370,000. Potency, µM (doses to about 57.5 µM), inactives show at the highest dose activation, hits mostly activators. HEK293T-RXFP1 cAMP TR-FRET, 30 min; response scale: percent of porcine relaxin response, buffer zero. Relaxin receptor 1 (Homo sapiens), Q9HBX9. AID 2676, 2010; also: potency is read from the fitted curve at half-maximal effect; % is scaled to controls: 0 for no effect and ±100 for the full control effect; nearly all actives have a fitted effect of over 60% in size; many of its hits are not listed in these tables
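HEK293 cells stably expressing RXFP1, treated 30 min at 37C with compounds plus PDE4 inhibitor Ro 20174; cAMP measured by HTRF TR-FRET. Normalized to buffer and 29 nM porcine relaxin; EC50 by Hill fit.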
D1 ag = Allosteric Agonists of the Human D1 Dopamine Receptor: qHTS; activation, % at 2 µM; HEK293 T-REx D1 cells, calcium flux, agonist mode; D(1A) dopamine receptor (Homo sapiens), P21728; AID 504660, 2011; hit rate 1% among 360,000; in the data active = activation above about 30%; also: 0% is about no effect
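Inducible HEK293 T-REx D1 cells, force-coupled to calcium signalling, were plated at 4000 cells/well with tetracycline and held overnight at 30 C. After no-wash calcium dye loading, compound-evoked calcium rise over 180 s flagged agonists.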
D1 antag = Antagonist of Human D 1 Dopamine Receptor: qHTS; D(1A) dopamine receptor (Homo sapiens), P21728; HEK293 TREx D1 cells, calcium flux, dopamine EC80; hits give low values; activity change, negative = inhibition, % at 10 µM; hit rate 3.2% among 360,000; AID 504652, 2011; in the data active = activity change below about -30%; also: % is scaled to controls: 0 for no effect and ±100 for the full control effect
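Tetracycline-induced HEK293 T-REx cells with force-coupled D1 receptor were loaded with a no-wash calcium dye. Compound was added after a 10 s baseline and read kinetically for 180 s; EC80 dopamine was then added and calcium flux followed another 180 s.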
TRHR agonist = qHTS for Small Molecule Agonists and Allosteric Enhancers of Human TRH Receptor: Primary Screen for Agonists. hit rate 0.18% among 360,000. Thyrotropin-releasing hormone receptor (Homo sapiens), P34981. activation, % at 2 µM. TRHR cells, calcium flux fluo-8, FDSS agonist mode; in the data active = activation above about 30%; also: 0% is about no effect
Target sequence (P34981 whole entry, looked up): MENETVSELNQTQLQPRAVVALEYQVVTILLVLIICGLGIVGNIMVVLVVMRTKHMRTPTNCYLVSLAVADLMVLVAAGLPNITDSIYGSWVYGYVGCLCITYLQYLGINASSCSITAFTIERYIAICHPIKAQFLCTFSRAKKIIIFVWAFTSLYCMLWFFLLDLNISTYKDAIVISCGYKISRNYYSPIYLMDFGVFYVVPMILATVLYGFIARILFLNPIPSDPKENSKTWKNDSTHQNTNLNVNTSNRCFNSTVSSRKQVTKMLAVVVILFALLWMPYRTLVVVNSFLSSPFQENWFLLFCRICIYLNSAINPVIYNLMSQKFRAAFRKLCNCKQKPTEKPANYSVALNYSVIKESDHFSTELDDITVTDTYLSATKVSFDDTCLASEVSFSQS
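In this calcium-flux screen, cells bearing human TRHR are dye-loaded with fluo-8, baselined for 10 cycles, then exposed to library compounds; positive kinetic calcium responses during the agonist phase mark hits, with TRH as control.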
Apoferritin bind = qHTS Assay for Identification of Novel General Anesthetics; Potency, µM (top dose mostly 77.5 µM), inactives show at the top dose activity change, negative = displacement, most hits filed as inhibitors; apoferritin/1-aminoanthracene competitive binding, fluorescence; hit rate 0.074% among 350,000; also: potency is read from the fitted curve at half-maximal effect; % is scaled to controls: 0 for no effect and ±100 for the full control effect; nearly all actives have a fitted effect of over 20% in size
Target sequence (P02791 2-175 limits assumed): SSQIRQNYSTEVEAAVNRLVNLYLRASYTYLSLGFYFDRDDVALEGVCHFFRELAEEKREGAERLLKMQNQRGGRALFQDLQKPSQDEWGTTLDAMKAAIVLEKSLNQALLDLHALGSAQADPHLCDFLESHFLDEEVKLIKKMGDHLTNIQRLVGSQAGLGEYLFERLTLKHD
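Apoferritin-based anesthetic binding model; compound displacement of fluorescent 1-AMA measured as endpoint fluorescence after 10 minutes at room temperature, scaled to free-ligand and complex controls.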
D1 potentiator = Potentiators of Human D1 Dopamine Receptor: qHTS. hit rate 0.036% among 360,000. HEK293 TREx D1 cells, calcium flux, dopamine EC20 potentiation. potentiation, % at 10 µM; in the data active = potentiation above about 30%; also: 0% is about no effect
TRHR enhancer = qHTS for Small Molecule Agonists and Allosteric Enhancers of Human TRH Receptor: Primary Screen for Enhancers | hit rate 0.66% among 360,000 | enhancement, % at 2 µM | TRHR cells, fluo-8 calcium fluorescence, EC20 TRH enhancement | Thyrotropin-releasing hormone receptor (Homo sapiens), P34981; in the data active = enhancement above about 30%; also: 0% is about no effect
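Enhancer read-out: after compound pinning and an initial kinetic agonist-mode read, an EC20 of TRH (10 nM final) was injected and fluo-8 calcium signal (Ex 480/Em 530) followed at 1 s/cycle for 100 cycles in TRHR-expressing cells.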
Numbers without * were called inactive; u = inconclusive; x = no result given; [ ] = remark or other dose. Unless noted, calls follow the shape of the dose curve; as a rule, active = well fitted curve in the direction sought with a large enough effect; inconclusive = small, poorly fitted or top-dose-only effect, or another doubt; inactive = no such curve, though single readings can be large; an effect the other way counts as inactive or inconclusive. Not all compounds are listed; count on the stated rates, not on these rows.

SMILES	D2 potentiator	RXFP1 antag	RXFP1 ag	D1 ag	D1 antag	TRHR agonist	Apoferritin bind	D1 potentiator	TRHR enhancer
O=C(N/N=C/c1ccccc1O)c1cc(=O)[nH]c2ccccc12	7	x	-2.2%	6	-7	-0.7	-13%	3	2
Cc1nc(NC(=O)CN2CC(C)OC(C)C2)sc1C(=O)N(C)C (configuration not stated)	1	-24	-0.6%	1	6	-0.4	0%	-6	2
O=c1c2sccc2nc(SCc2cc(=O)n3cc(Cl)ccc3n2)n1-c1ccc(F)cc1	-4	1	0.4%	4	-1	0.0	-5%	4	-1
C=CCCC(=O)NC1CC(C)(C)Cc2c1cnn2-c1ccc(OC)cc1 (configuration not stated)	2	6	0.0%	1	7	0.4	4%	-4	5
NCCNC(=O)Cc1ccc(NC(=O)Cc2ccc(Nc3ncnc4c3ncn4[C@@H]3O[C@H](CO)[C@@H](O)[C@H]3O)cc2)cc1	18	x	1.4µM*	0	-7	0.3	3%	1	8
COC(=O)c1cccc(C(=O)Nc2ccc(F)cc2)n1	10	4	0.6%	1	-7	-0.5	-9%	3	0
CCN(CC)C(c1ccc(C)cc1)c1nnnn1C1CCCCC1 (configuration not stated)	-5	-11	-0.1%	1	-13	-0.6	6%	-4	-7
OCCN1CCN(C(=S)c2ccc(Br)cc2)CC1	-7	-8	-1.5%	1	-7	0.0	-6%	-2	1
CCc1ccccc1NC(=O)COc1ccc(N2CC(C(N)=O)CC2=O)cc1 (configuration not stated)	x	-21	0.5%	3	9	0.1	-5%	0	0
O=c1c2c3c(sc2n2c(=S)[nH]nc2n1-c1ccccc1)CCC3	-1	-7	0.0%	1	1	-0.5	1%	2	2
CCOc1ccc(C(=O)NCC(=O)OC2CCOC2=O)cc1OCC (configuration not stated)	0	-2	-4.3%	6	-4	-0.9	-5%	-3	2
O=C(/C=C/c1cccs1)Nc1cccnc1	-2	0	1.6%	2	-3	-0.1	-5%	2	8
COCCNC(=O)Cn1c(=O)n(Cc2ccco2)c(=O)c2ccccc21	3	-11	0.0%	1	-3	-0.1	-6%	-3	-4
Cn1c(CN2CCN(C(=O)c3ccc(F)cc3)CC2)nc2cc([N+](=O)[O-])ccc21	9	-26	0.1%	0	-1	-0.9	2%	-6	-1
Cc1ccc(CNc2ncnc3cc(Cl)ccc23)cc1	-13	0	3.4%	17	-18	1.6	-4%	2	-18

The last 3 records of the part before are carried over, then new ones follow.
SMILES	D2 potentiator	RXFP1 antag	RXFP1 ag	D1 ag	D1 antag	TRHR agonist	Apoferritin bind	D1 potentiator	TRHR enhancer
COCCNC(=O)Cn1c(=O)n(Cc2ccco2)c(=O)c2ccccc21	3	-11	0.0%	1	-3	-0.1	-6%	-3	-4
Cn1c(CN2CCN(C(=O)c3ccc(F)cc3)CC2)nc2cc([N+](=O)[O-])ccc21	9	-26	0.1%	0	-1	-0.9	2%	-6	-1
Cc1ccc(CNc2ncnc3cc(Cl)ccc23)cc1	-13	0	3.4%	17	-18	1.6	-4%	2	-18
Cc1ccc(Cl)cc1N1CCN(C(=O)c2cc(S(=O)(=O)N3CCCCCC3)cn2C)CC1	10	x	0.8%	2	12	0.0	45%[activator]	0	-7
Cc1ccccc1CC1(CO)CCCN(C(=O)c2cc(-c3ccccc3)no2)C1 (configuration not stated)	-5	-7	-1.1%	9	-6	-0.3	-19%	-3	0
CC(C)C(=O)Nc1cccc(NC(=S)NC(=O)c2cccs2)c1	-6	-6	13%	4	-4	-0.1	-5%	-5	-1
C/C=C\C=C/C(=O)Nc1cccc(C2=NOC3(C2)C[C@H](C(N)=O)N(C(=O)Cc2ccc([N+](=O)[O-])cc2)C3)c1 (some centres not stated)	6	x	-0.9%	2	22	-0.1	-7%	-4	-5
O=C(C[n+]1cc(-c2ccc(Cl)cc2)n2c1CCC2)N1c2ccccc2Sc2ccccc21	-18	-9	-1.7%	9	-3	0.2	3%	-2	-6
N#Cc1c(SCC(=O)Nc2nc3ccc(Br)cc3s2)sc2c(O)cc(=O)[nH]c12	1	-24	6.8%	3	6	0.8	-13%	-6	1
COc1cccc(NC(=O)c2cc(-c3cccnc3)nc3c(Cl)cccc23)c1	23	-3	3.2%	5	-17	-0.6	u	0	0
CCOc1ccc2[nH]c(=O)c(CN(Cc3ccccc3)C(=O)N3CCCC3)cc2c1	-2	0	2.1%	0	-21	-1.1	-3%	-8	4
COc1ccc(Nc2nc(N(C)c3ccccc3)nc(N)c2[N+](=O)[O-])cc1	0	-9	3.7%	0	3	-0.6	-11%	5	-3
Cn1cnnc1SCC(=O)Nc1ccc2nc(SCc3ccccc3)sc2c1	-5	-19	0.2%	1	24	0.4	u	2	-3
CCOc1ccc(C(=O)NCc2cccnc2)cc1	3	-8	2.3%	1	1	0.0	-3%	-2	-4
Cc1cccc(CN2CCC(C(=O)Nc3ccc(Oc4cccnc4)cc3)CC2)c1	-8	1	-0.8%	29	-25	2.0	u	-7	5
Cc1onc(-c2ccccc2)c1C(=O)c1ccccc1	-11	-10	-1.2%	1	-2	-1.4	-13%	0	-1
Cc1nc(N2CCOCC2)c2c(C)c(C(=O)Nc3ccc(F)cc3F)sc2n1	7	-8	7.9%	-3	-2	0.0	-5%	2	13
COc1cccc(-c2coc3c(C)c4oc(=O)c(CCC(=O)O)c(C)c4cc23)c1	0	14	3.2%	4	11	0.4	-14%	11	0
O=C(NCc1cccnc1)c1ccc(N2CCOCC2)c([N+](=O)[O-])c1	3	6	7.7%	7	-14	-1.9	-6%	-10	-2
Cc1nc2ccccc2c(=O)n1-c1ccc(NS(=O)(=O)c2ccc(F)cc2F)cc1	-5	-14	3.3%	2	-4	-1.1	x	3	-3
CCOC(=O)c1cc(C(C)=O)c(=O)n(C)c1N	-8	-11	1.0%	3	-1	0.1	-7%	0	6
O=C(CCCC(=O)OCC(F)(F)C(F)F)Nc1ccccc1F	-10	-11	2.6%	6	2	-0.7	-13%	1	-7
Cc1ccc(C)c(N(C)C(=O)CCS(=O)(=O)c2cccc3nonc23)c1	-6	3	-0.4%	3	4	5.6	-4%	8	-15
COc1ccc(-c2cc(C(=O)NCc3ccc(F)cc3)no2)cc1	-4	-5	0.4%	0	1	-0.1	2%	0	19
Cc1cn2c(=O)c(S(=O)(=O)NCCc3ccccc3)c(C)nc2s1	-1	-13	0.7%	3	0	0.1	-16%	1	4
COCCN(C(=O)CC1OC(=O)c2ccccc21)c1c(N)n(Cc2ccccc2)c(=O)[nH]c1=O (configuration not stated)	-7	12	0.4%	1	11	0.4	x	3	4
Cc1cc(C)n2nc(CCCO)nc2n1	-9	-2	4.0%	2	-28	0.1	-1%	-4	1
Cc1cc(Cl)ccc1OCC(=O)NC1CCCC1	-7	-17	3.9%	3	-10	-0.2	-18%	-5	-6
Cc1ccc2oc(=O)c(/C=C(\O)c3ccccc3)nc2c1	6	12	0.7%	3	-4	0.1	-23%	2	-6
CC(C)N(CCCNC(=O)c1ccc(CS(=O)(=O)c2c(Cl)cccc2Cl)o1)Cc1ccccc1	-7	8	0.3%	0	8	-1.1	-19%	-5	8
CC(C)NC(=O)COC(=O)c1ccc(Cl)c(S(N)(=O)=O)c1	-1	-4	2.5%	2	-2	1.5	-3%	4	-1
Cc1csc(OCC(=O)Nc2ccc(C)c(C)c2)n1	5	9	0.8%	0	2	-0.6	u	11	7
COc1ccc2c(c1)CCc1c(C(=O)Nc3ccc(F)c(Cl)c3)noc1-2	-15	-8	1.7%	3	-2	0.5	5%	3	-2
O=C(O)c1cc(S(=O)(=O)N2CCOCC2)ccc1N1CCCCC1	4	1	1.3%	3	-5	0.0	0%	4	-2
COCCCNC(=O)c1c(NC(=O)c2cccs2)sc2c1CCCC2	-7	-1	5.4%	3	-5	-0.4	-9%	3	-2
COc1ccc(N2C(=O)CC(N3CCN(c4nc5ccccc5s4)CC3)C2=O)cc1 (configuration not stated)	0	-4	0.1%	3	-23	0.0	-8%	-3	1
CC(C)N(C)Cc1nnnn1CC(=O)NCCc1cccc(C(F)(F)F)c1	0	11	1.6%	4	-1	-0.8	-12%	-2	-3
ONC(=Nc1ccccc1)c1ccc(Cl)cc1	7	0	0.8%	1	1	0.2	5%	8	-2
CC1CCCC(C)N1NC(=S)Nc1ccc(OC(F)F)cc1 (configuration not stated)	9	2	-0.3%	3	9	-0.7	-13%	-7	8
CCC(C(=O)Nc1ccc(C(=O)N2CCCC2)cc1)c1ccccc1 (configuration not stated)	4	-3	2.3%	37*	4	4.5	-10%	-6	3
CC(C)COC(=O)/C(C#N)=C/c1cn(Cc2ccccc2)c2ccccc12	x	5	-0.3%	10	-2	-0.6	-5%	3	1
COc1cc(S(=O)(=O)N2CCN3CCCC3C2)ccc1-n1cnnn1 (configuration not stated)	-11	8	0.1%	1	7	1.0	-8%	4	-10
CCC(Cc1ccccc1)NS(=O)(=O)c1csc(C(N)=O)c1 (configuration not stated)	-4	8	-1.3%	0	-7	-0.4	0%	-5	-5
CCc1cc2c(cc3c(=O)n(CC(=O)NCCCN4CCCCCC4)nc(CC)n32)s1	-21	-20	5.0%	0	21	-0.1	-9%	2	-2
CCN1CCCC1CNC(=O)C(=O)Nc1cccc(OC)c1 (configuration not stated)	-5	0	-0.1%	2	3	-0.4	1%	2	1
CC1=C(C(=O)N2CCCC(N3CCN(c4cccc(C(F)(F)F)c4)CC3)C2)OCCO1 (configuration not stated)	-6	-8	-3.6%	0	-4	-0.5	-8%	-2	0
CCC1CCCCN1S(=O)(=O)c1ccc(S(=O)(=O)N(Cc2cccs2)C2CC2)cc1 (configuration not stated)	-1	-7	1.1%	9	-6	4.8	-3%	1	-6
Cc1cc(C)c(NC(=O)C2CCN(C(=O)N3CCOc4ccccc43)CC2)c(C)c1	-1	-17	1.0%	0	12	0.2	u	-6	-2

Compound activity deposited in PubChem BioAssay by National Center for Advancing Translational Sciences (NCATS).
